Screening data (PubChem BioAssay)
PriA SSB inh: blocks PriA binding to SSB C-terminal tail. AlphaScreen SSBct-PriA binding, biotinylated peptide. inhibition, % at 33 µM. 0.6% of 430,000 active. AID 1272365; in the data active means inhibition mostly above about 37%, no sharp cut-off; inactive means mostly below about 20%;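 further: plate controls were negative control peptide for no effect and reference peptide for full effect; strong numbers were not always called active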
Numbers without * were called inactive; & = joins results of further samples.

Compound	PriA SSB inh
COc1ccccc1-n1nnc(C(=O)Nc2ccc(S(C)(=O)=O)cc2)c1-c1ccncc1	-1
CCc1ccc(OCCOC[C@@H](O)CNC(C)(C)C)cc1	-8
COCCCn1c(=O)c2ccccc2n(Cc2nc(-c3cccc(C)c3)no2)c1=O	7
O=C(/C=C/c1ccc(Br)cc1)C12CC3CC(CC(C3)C1)C2	-15
Cc1ccc(-n2nc3c(n2)C(=NO)CCC3=NO)cc1	3
O=C(c1cccc(F)c1)N(CCCn1ccnc1)c1nc2ccc(Cl)cc2s1	52*
COc1ccc(NC(=O)Cn2nc(-c3ccco3)c3sc(N4CCCCC4)nc3c2=O)c(OC)c1	-6
C=CCn1c(SCc2ccc(Cl)cc2)nc2sc(-c3ccccc3)cc2c1=O	5&11
O=C1Nc2ccccc2C1=NN=Cc1ccc(O)c(O)c1	27
COc1cc(Nc2ccc(NC(=O)CCc3ccccc3)cc2)nc(C)n1	-4
Cn1cccc1C(O)CCNC(=O)c1c(F)cccc1Cl (stereo not drawn)	-29
Cc1cccc(NC(=O)N2CCCC(c3nnc(-c4ccc5c(c4)OCO5)o3)C2)c1 (stereo not drawn)	3
CCC(=NNC(=O)Nc1ccccc1)c1c(O)n(Cc2ccccc2)c(=O)[nH]c1=O	-10
Nc1ccc(-c2csc(N)n2)cc1	3&15
Cc1cccc(-n2ncc3c(=O)[nH]c(-n4nc(C)cc4NC(=O)C(C)Oc4ccccc4)nc32)c1 (stereo not drawn)	-3
COCCCn1c(=C(C#N)C(=O)N2CCOCC2)sc(=Cc2ccccc2OC(F)F)c1=O	1
COC(=O)NN=Cc1cc(N=Nc2ccccc2Cl)ccc1O	0
O=c1c2c(nc(SCc3c(F)cccc3Cl)n1CCc1ccccc1)CCS2	-9
COCCN1C(=O)C(=O)C(=C(O)c2cccc(OC)c2)C1c1ccncc1 (stereo not drawn)	3
CCOc1ccccc1NC(=O)c1sc(=S)n(-c2ccc(OC)cc2OC)c1N	25
O=S(=O)(Nc1ccccc1-c1nc2ccccc2s1)c1ccc(Cl)cc1	-14&-6
NC(=NOC(=O)Cc1ccccc1[N+](=O)[O-])c1cccc(Br)c1	8
COc1ccccc1/C=C/C=NNC(=O)c1ccc(=O)n(C)c1	-5
Nc1nnnn1N=Cc1ccccc1	-2
O=C(O)c1cccc([N+](=O)[O-])c1C(=O)NCCc1ccccc1	26
CC(/C=C/c1ccco1)=NNC(=O)c1cc(Cl)ccc1O	-10
CCOC(=O)N1CCN(C(=O)CSc2ccc(-c3ccc(CC)cc3)nn2)CC1	11
COc1ccc(OC)c(-c2cc(C(=O)NCc3cccc(Oc4ccccn4)c3)n(C)n2)c1	19
Cc1ccc(S(=O)(=O)c2cnc3ccc(C)cc3c2Nc2ccc(C)c(C)c2)cc1	-12
COc1ccccc1-c1nc2sc(=Cc3cccs3)c(=O)n2n1	-9

Compounds above that have a furan ring, fused or not:
Compound	PriA SSB inh
COc1ccc(NC(=O)Cn2nc(-c3ccco3)c3sc(N4CCCCC4)nc3c2=O)c(OC)c1	-6
CC(/C=C/c1ccco1)=NNC(=O)c1cc(Cl)ccc1O	-10

(cont.)
Compound	PriA SSB inh
O=C1NCCCC1C(=O)NN=Cc1cccc(O)c1 (stereo not drawn)	-13
COc1ccccc1N1CCN(CCNC(=O)c2ccc(S(=O)(=O)N(C)C)cc2)CC1	-8
O=C(Nc1cccs1)N1C2C=CCC1CC2 (stereo not drawn)	0
CC(=O)c1ccn(S(=O)(=O)c2ccc(C)cc2)c1	-8
CC(=O)Nc1ccc(S(=O)(=O)Nc2cnc3ccnn3c2)c(C)c1	-16
CC1CN(S(=O)(=O)c2ccc(C(=O)Nc3nc(-c4ccccn4)cs3)cc2)CC(C)O1 (stereo not drawn)	26
CN(C)CCN(C(=O)c1ccn(C)n1)c1nc2ccc(Cl)cc2s1	-3
CCN=c1scc(-c2cccs2)n1N=Cc1cc(OC)ccc1O	2
COc1ccccc1-c1ccc(N2CCN(C(=O)Nc3ccc(F)cc3F)CC2)nn1	-23&-12
Cc1ccc(NC(=O)c2n[nH]c3ccccc23)cc1C	0
COc1ccccc1NC(=O)N1CCCN(CCn2cccn2)CC1	-9
CC(=NNC(=O)c1ccncc1)c1cccs1	-6
CCOc1cn(C)c(C(=O)NCCc2ccc(F)cc2)cc1=O	-11
O=C1OC2(CCN(S(=O)(=O)c3ccccc3C(F)(F)F)CC2)c2ccccc21	-10
COC(=O)c1ccc(NC(=O)C23CC4CCC2(C)C4(C)CO3)cc1 (stereo not drawn)	2
Cc1ccc(/C=C(/C#N)C(=O)Nc2ncc(Cc3cc(Cl)ccc3Cl)s2)o1	11
COC(=O)CSc1ccc(NC(C)=O)nn1	1
CC(=O)Nc1ccc(S(=O)(=O)NCC(c2ccsc2)N2CCN(C)CC2)cc1 (stereo not drawn)	-7
COc1cccc(C(=O)NN=C(C)CC(=O)Nc2ccc(N(C)C)cc2)c1	9
N#Cc1c(C(F)(F)F)cc(N2CCCCC2)n2c1nc1ccccc12	-18
Cc1ccc(OC2CCN(C(=O)c3cnn4c3OCCC4)C2)nn1 (stereo not drawn)	-1
C=CCOc1ccc(C2C(=C(O)c3ccc4c(c3)CC(C)O4)C(=O)C(=O)N2CCCN2CCOCC2)cc1 (stereo not drawn)	4
O=C(NCc1ccc(C(=O)c2ccco2)s1)Nc1ccccc1F	-2
COc1cccc(C(=O)Nc2cc(C)nn2-c2nc3ccccc3s2)c1OC	-6
Fc1cccc(Cl)c1CSc1cn(Cc2ccc(Br)cc2)c2ccccc12	-5
C=CCNc1nn(CC(=O)Nc2cc(C)ccc2OC)c(N)c1-c1nc(-c2ccc(Cl)cc2)no1	2
COc1ncc(NC(=O)Cc2c[nH]c3ccccc23)cn1	-5
COc1ccc(C(=O)NNC(=O)c2ccc(=O)n(Cc3ccc(Cl)cc3)c2)cc1OC	-7
O=C(CCS(=O)(=O)c1ccc(Cl)cc1)Nc1nnc(-c2cc(Cl)ccc2Cl)o1	4
CC(C)COC(=O)c1ccc(NC(=O)c2cccs2)cc1	-32

Other records.
Compound	PriA SSB inh
CCOc1ccc(S(=O)(=O)c2cnc(SCC(=O)Nc3ccc(C)c(Cl)c3)[nH]c2=O)cc1	1
Cc1ccc(N(C)S(=O)(=O)c2ccsc2-c2nc(-c3cccc(Cl)c3)no2)cc1F	-1
CC(=NOCC(=O)Nc1ccccc1C(C)(C)C)c1ccc2c(c1)OCCO2	-12
COc1ccccc1C1C2=C(N=c3sc(=Cc4cccc(OCC(=O)O)c4)c(=O)n31)c1ccccc1CC2 (stereo not drawn)	11
Cc1ccc2[nH]c(C(=O)NN=Cc3ccc([N+](=O)[O-])cc3)c(C)c2c1	-9
CC(=O)N1CCCc2ccc(NC(=O)c3ccc(F)cc3)cc21	-12
O=C(c1n[nH]c2c1CCCC2)N1CCc2nc3ccccn3c(=O)c2C1	-12
O=C(Cn1nc2c(cc1=O)CCCC2)Nc1cc(C(F)(F)F)ccc1Cl	4
O=C(NCC1CCN(Cc2ccco2)CC1)C(=O)Nc1ccc(F)c(Cl)c1	-15
COc1ccc(C)cc1NC(=O)CCc1csc(NC(=O)c2ccc[nH]c2=O)n1	1&6
O=C(CCc1ccccc1)Nc1ccc2c(c1)CN(C(=O)c1ccccc1)CC2	-3
Cc1cccc(S(=O)(=O)Nc2cccc(Cl)c2)c1	-24
COc1ccc2oc(C(=O)NC3CCC(Oc4ncccn4)CC3)cc2c1 (stereo not drawn)	-5
O=S(=O)(NCCn1ccn2nccc12)c1ccc(OC(F)(F)F)cc1	0
COCCNC(=S)NN=C(C)c1ccc(OC)cc1	-2
O=C(c1ccc(Br)o1)N1CCOCC1CO (stereo not drawn)	-2
Fc1ccc(-c2nnc(Nc3ccc4ccccc4c3)c3ccccc23)cc1	-9
CCNC(=O)Nc1cn(CC)c2ccccc12	-17
CCOC(=O)c1ccc(N=Cc2ccc(OC(=O)c3ccccc3OC(C)=O)cc2)cc1	-7
COc1cc2c(cc1OC)C(COc1ccc(C(C)C)cc1)N(C(=O)C13CC4CC(CC(C4)C1)C3)CC2 (stereo not drawn)	11
COc1ccc(N2CCN(CCNS(=O)(=O)c3ccccc3Cl)CC2)cc1	15
O=C(Cc1ccc(F)cc1)NCC1(c2ccsc2)CCCC1	-6
Cc1ccccc1N1CCN(Cc2ccc(O)c3ncccc23)CC1	87*
COc1cccc(C(=O)NCC(c2ccsc2)N(C)C)c1OC (stereo not drawn)	1
Cc1noc(C)c1S(=O)(=O)N1CC[C@H](n2ccnn2)C1	-6
COc1cc(C=NN(C)C)ccc1OC(=O)c1cccs1	27
O=C1CCc2cc(S(=O)(=O)NCCn3ccc(-c4ccsc4)n3)cc3c2N1CC3	-8
COc1ccccc1N(C[C@@H](O)CN(c1ccc(F)cc1)S(C)(=O)=O)S(=O)(=O)c1ccccc1	-7
O=C(Cc1cccc2ccccc12)NCC#CCN1CCCC1	6
COc1cc(Cn2cc(CC(=O)O)c3ccccc32)cc(OC)c1	20

Later entries
Compound	PriA SSB inh
COc1ccc(Cl)cc1S(=O)(=O)Nc1ccc2c(c1)N(C(C)=O)CC2	2
CCc1ccc2c(c1)C(=NN(C)C(=S)NC)C(=O)N2	0
CCc1ccc(-n2cc(-c3ccccc3)nc2SCC(=O)N(c2ccccc2)C(C)C)cc1	3
Cc1ccc(-n2nc3c(c2NC(=O)C(=O)NC(C)c2ccccc2)CSC3)c(C)c1 (stereo not drawn)	16
N#CC(=C(O)C(F)(F)F)c1nnc2n1CCCCC2	5
CN(C)c1nccnc1O[C@H]1CCCN(C(=O)c2ccc3nc[nH]c3c2)C1	-6
Cc1cc(=O)n(CCNC(=O)c2ccc(Br)o2)cn1	-3
C[C@](O)(CNC(=O)C(=O)Nc1ccc2c(c1)CCCN2C(=O)c1cccs1)c1ccco1	-12
O=C(Cc1noc2ccccc12)NCc1ccccc1-c1ccsc1	-8
CCOC(=O)N1CCC(NC(=O)Cn2cc(C(C)=O)c3ccccc32)CC1	0
COc1ccc(Br)c(C(=O)NC2CCN(c3nccs3)C2)c1 (stereo not drawn)	6
C=C(C)Cn1c(CNC(=O)c2cccc(C)c2)nc2ccccc21	1
NC(=O)Cc1csc(NC(=O)c2csc(Nc3ccccc3)n2)n1	-7&10
CCCCCNC(=O)C(=O)Nc1ccc(OC)cc1	-25
CC(C)CCN1C(=O)CCc2cc(NC(=O)Cc3ccc(Cl)cc3)ccc21	-9
Cn1nc(CNC(=O)c2ccc(Cl)s2)cc1-c1ccco1	-35
O=C(CN1CCN(CC(O)c2cccs2)CC1)Nc1nccs1 (stereo not drawn)	-11
O=C(c1cc(-c2cccs2)[nH]n1)N1CCN(c2cc3c(nn2)CCCC3)CC1	2
O=c1c2ccccc2c(-c2nc(-c3ccc4c(c3)OCO4)no2)cn1-c1ccc(Cl)cc1	7
O=C(Nc1ccc(N/C=C2/C(=O)c3sccc3N(Cc3ccccc3)S2(=O)=O)cc1)c1ccco1	-8
Cn1nc2c(cc1=O)CC(C(=O)NCCc1cccs1)CC2 (stereo not drawn)	-13
O=S(=O)(CCc1ccccc1)N1CCC(Oc2nc3ccccc3o2)CC1	-17
O=C(CSc1nc2c(-c3ccccc3)c[nH]c2c(=O)n1C1CC1)NC1CCCC1	-6
Cc1ccc2nc[nH]c2c1	7
COc1ccc(C)c2sc(NC(=O)c3ccc(-c4ccccc4)cc3)nc12	-17
COc1nn(C)cc1C(=O)Nc1sc2c(c1-c1nc3ccccc3s1)CCN(C(C)=O)C2	-18
CCOC(=O)c1c(NC(=O)c2ccc(OCC)cc2)sc2c1CCC(C)C2 (stereo not drawn)	5
O=C(c1ccccc1)N(CCn1cccn1)c1nc2ccccc2s1	-12
ClCc1cn2ccccc2n1	-10
NS(=O)(=O)c1ccc(NC(=O)Cc2csc(SCc3ccc(Cl)cc3)n2)cc1	3

Molecules shown so far containing a tert-butyl group, in the order listed:
Compound	PriA SSB inh
CCc1ccc(OCCOC[C@@H](O)CNC(C)(C)C)cc1	-8
CC(=NOCC(=O)Nc1ccccc1C(C)(C)C)c1ccc2c(c1)OCCO2	-12

(cont.)
Compound	PriA SSB inh
C=C(C)C1CC=C(C)C(=NNC(=S)Nc2ccc(C)cc2)C1 (stereo not drawn)	30
COc1ccc(-c2nnc3c4cc(F)cc(F)c4n(Cc4cccc(F)c4)cc2-3)cc1	8
CCOC(=O)c1c(-c2ccccc2)oc2c1cc(OC(=O)c1ccc(Cl)cc1)c1ccccc12	-9
CC1CCN(c2csc3ccc(Cl)cc3c2=O)CC1	0
O=C(/C=C/c1ccc(Cl)cc1)NCc1ccccc1	1
O=C(C1c2ccccc2Oc2ccccc21)N1CCN(c2ncnc3c2nnn3-c2ccccc2)CC1	1
CN1CCN(c2nc3ccc(NC(=O)C4COc5ccccc5O4)cc3s2)CC1 (stereo not drawn)	-10
Nc1nc(SCC(=O)Nc2ccc(F)cc2)ncc1S(=O)(=O)c1ccc(Cl)s1	25
CSc1ccccc1CN1CCC(CNC(=O)Nc2cccc(C)c2)CC1	5
CC(=NNC(=S)Nc1ccccc1C)c1ccc(O)cc1	13
CC(CC(=O)NC1CCCC1)=NNC(=O)c1ccc([N+](=O)[O-])c(Cl)c1	-6
Cc1cccc(Cn2nc3n(Cc4ccccc4)c(=O)c4ccc(C(=O)NCC(C)C)cc4n3c2=O)c1	-13

Reprinted at random: 4 compounds from above
Compound	PriA SSB inh
CSc1ccccc1CN1CCC(CNC(=O)Nc2cccc(C)c2)CC1	5
O=C(C1c2ccccc2Oc2ccccc21)N1CCN(c2ncnc3c2nnn3-c2ccccc2)CC1	1
CC(=NNC(=S)Nc1ccccc1C)c1ccc(O)cc1	13
CN1CCN(c2nc3ccc(NC(=O)C4COc5ccccc5O4)cc3s2)CC1 (stereo not drawn)	-10

The list is partial (hit frequency here may not be typical).
